sPLA2-III inh = human group III sPLA2 inhibitors, primary screen, biochemical, QFRET, BODIPY PC-A2 liposome substrate | QFRET BODIPY PC-A2 liposome hydrolysis, fluorescence | actives 0.56% (n = 370,000) | AID 743126, 2013 | inhibition, % at 12.2 µM | Group 3 secretory phospholipase A2 (Homo sapiens), Q9NZ20;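 active means inhibition above mean plus 3 SD of compounds lying within the high and low control bounds, cut at about 19% in these data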;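 further: 0% = median of test compound wells and 100% = no enzyme DMSO wells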
PLCb3 inh = human PLC-beta3 inhibitors, primary screen, biochemical, fluorescence. Purified PLC-beta3, fluorogenic substrate. AID 720704, 2013. inhibition, % at 12.2 µM. actives 0.18% (n = 370,000). 1-phosphatidylinositol 4,5-bisphosphate phosphodiesterase beta-3 (Homo sapiens), Q01970; in the data active means inhibition above about 11%;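 further: 0% = median of compound wells on plate and 100% = full blocker control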
hgDAF-12 ag = H. glycines DAF-12 receptor agonists, primary screen, cell-based, luminescence, HEK293, GAL4 fusion, UAS-luciferase. Nuclear hormone receptor DAF-12 (Heterodera glycines), GAL4 fusion. HEK293 GAL4-hgDAF12 UAS-luciferase reporter, agonist luminescence; normalized to butyrate control. activation, % at 6.8 µM. actives 1.8% (n = 370,000);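 active means activation above a cutoff set at the mean of all screened compounds plus 3 SD, cut at about 10% in these data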;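 further: 0% = DMSO wells and 100% = sodium butyrate wells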
ssDAF-12 act = S. stercoralis DAF-12 nuclear receptor activators, primary screen, cell-based, luminescence, HEK293, GRIP1 co-expression, lit1-tk-luc; AID 652126, 2013; HEK293 ssDAF-12/GRIP1 lit1-tk-luc reporter; % of 3 µM dafachronic acid response; Nuclear hormone receptor DAF-12 (Strongyloides stercoralis); actives 1% (n = 370,000); activation, % at 6.8 µM;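 active means activation above the mean over all tested compounds plus 3 SD, cut at about 0.9% in these data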;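 further: 0% = DMSO-only wells and 100% = 3 µM delta7-dafachronic acid wells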
Rev-erbA mod = modulators of Rev-erb alpha DNA binding, primary screen, biochemical, FITC-DNA, fluorescence polarization, uHTS. Nuclear receptor subfamily 1 group D member 1 (Homo sapiens), P20393. Rev-erbα–FITC-DNA binding, 90 min. activity, % at 10 µM. actives 0.79% (n = 370,000). AID 1259318, 2017;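 active means activity above about 14%, limit read from the data; passing the limit was not always enough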;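 further: 0% = DMSO wells with 35 nM protein and 100% = DMSO wells with 750 nM protein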
Target sequence (P20393 whole entry, looked up): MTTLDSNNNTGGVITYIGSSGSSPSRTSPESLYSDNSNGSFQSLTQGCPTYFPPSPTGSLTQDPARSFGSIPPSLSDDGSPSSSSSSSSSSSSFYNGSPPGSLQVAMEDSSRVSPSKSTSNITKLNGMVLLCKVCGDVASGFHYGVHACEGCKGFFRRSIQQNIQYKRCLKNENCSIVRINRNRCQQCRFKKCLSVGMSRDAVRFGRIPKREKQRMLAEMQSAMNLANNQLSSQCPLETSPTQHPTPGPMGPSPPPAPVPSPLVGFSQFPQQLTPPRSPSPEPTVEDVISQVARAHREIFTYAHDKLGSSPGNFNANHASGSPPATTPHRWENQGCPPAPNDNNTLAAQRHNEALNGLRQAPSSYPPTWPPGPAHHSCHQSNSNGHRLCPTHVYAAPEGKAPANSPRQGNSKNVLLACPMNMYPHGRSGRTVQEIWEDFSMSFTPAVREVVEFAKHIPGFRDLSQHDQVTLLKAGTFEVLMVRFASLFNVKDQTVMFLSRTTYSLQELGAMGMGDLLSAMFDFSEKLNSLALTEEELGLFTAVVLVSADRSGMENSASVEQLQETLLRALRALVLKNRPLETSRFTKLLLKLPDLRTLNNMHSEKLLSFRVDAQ
DAX1 inh-1 = DAX1 (NR0B1) inhibitors, primary screen, cell-based, HEK293, Gal4-DAX1, luciferase luminescence; AID 504766, 2011; inhibition, % at 6.75 µM; Nuclear receptor subfamily 0 group B member 1 (Homo sapiens), P51843; HEK293 Gal4-DAX1 luciferase reporter; actives 0.99% (n = 340,000);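 active means inhibition above the mean over all tested compounds plus 3 SD, cut at about 4.2% in these data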;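 further: 0% = DAX1-transfected cells with DMSO and 100% = empty-vector control cells with DMSO; inhibition shows as a rise in luminescence from relieved DAX1 repression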
Target sequence (P51843 207-470 limits assumed): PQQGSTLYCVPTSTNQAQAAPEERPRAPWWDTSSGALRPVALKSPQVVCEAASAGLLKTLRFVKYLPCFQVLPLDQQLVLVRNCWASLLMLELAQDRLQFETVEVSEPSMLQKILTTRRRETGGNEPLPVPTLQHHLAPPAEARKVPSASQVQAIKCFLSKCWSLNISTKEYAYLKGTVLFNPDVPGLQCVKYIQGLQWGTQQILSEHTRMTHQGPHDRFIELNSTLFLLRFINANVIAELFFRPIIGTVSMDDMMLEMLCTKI
SMARCA2 act = SMARCA2 (BRM) function activators, primary screen, cell-based, luminescence, high throughput | MG213 cells, MMTV-luciferase reporter, dexamethasone, overnight | activation, % at 9.1 µM | actives 1% (n = 370,000) | AID 652017, 2013; in the data active means activation above about 7.8%;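 further: 0% = vehicle wells and 100% = reference activator wells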
PG9 Ab binder = binders of HIV-1 gp120 antibody PG9, primary screen, biochemical, TR-FRET; HIV-1 gp120 / PG9 antibody interaction; TR-FRET gp120-PG9 antibody binding; inhibition, % at 6.7 µM; actives 0.43% (n = 360,000); in the data active means inhibition above about 8.5%
DAX1 inh-2 = DAX1 (NR0B1) inhibitors on StAR promoter, primary screen, cell-based, luminescence, SF-1 (NR5A1), full-length DAX-1 | actives 1.1% (n = 370,000) | AID 652010, 2013 | inhibition, % at 6.8 µM | HEK293T StAR-luciferase reporter, SF-1/DAX-1 repression relief;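 active means inhibition above the mean over all tested compounds plus 3 SD, cut at about 3.6% in these data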;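 further: 0% = DAX-1 cells with DMSO and 100% = cells lacking DAX-1 with DMSO; higher inhibition means more luminescence from relief of DAX-1 repression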
FXN GAA850 act = FXN promoter activators, primary screen, cell-based, luciferase luminescence, HEK293 lucGAA850. HEK293 lucGAA850 FXN promoter luciferase reporter, 24 h; percent of 10 µM SAHA response. activation, % at 6 µM. actives 0.56% (n = 360,000). AID 540364, 2011;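 active means activation above the average of all compounds screened plus 3 SD, cutoff fixed separately per campaign, cut at about 7.5% in these data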;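 further: 0% = DMSO wells and 100% = 10 µM SAHA wells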
hcDAF-12 act = H. contortus DAF-12 nuclear receptor activators, primary screen, cell-based, luminescence, HEK293, lit1-tk-luc reporter | HEK293 hcDAF-12 lit1-tk-luc reporter; 0% DMSO, 100% Δ7-dafachronic acid | activation, % at 6.8 µM | actives 1.4% (n = 370,000);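 active means activation above the mean of all tested compounds plus 3 SD, cut at about 5.5% in these data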;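 further: 100% = response to 3 µM Δ7-dafachronic acid high control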
Numbers without * were called inactive; nt = no result given. The order is random; overall some 7% were active at least once.

SMILES	sPLA2-III inh	PLCb3 inh	hgDAF-12 ag	ssDAF-12 act	Rev-erbA mod	DAX1 inh-1	SMARCA2 act	PG9 Ab binder	DAX1 inh-2	FXN GAA850 act	hcDAF-12 act
CCc1nc2ccc(C(=O)Nc3ccc4c(c3)OCO4)cc2nc1CC	-6	-10	1.7	-1.7	0	-1.5	2	-1.7	-1.4	0.9	1.1
CCCc1nc2c(C)cc(Br)cn2c1Cc1ccccc1OC	3	-24	4.0	-0.5	1	nt	-2	1.7	0.1	nt	2.6
CN(C)Cc1c(O)ccc2c1O/C(=C\C=C\c1ccccc1)C2=O	-25	-249	-1.1	-1.8	4	0.4	-1	-6.8	-1.2	-2.0	1.3
CCCN1CCC(=O)N([C@H](CO)CC(C)C)CC1	3	-2	2.3	-1.1	-5	0.9	0	0.1	0.0	2.4	-0.1
COc1c([N+](=O)[O-])c(=O)oc2ccccc12	8	3	-0.9	-1.6	2	-0.3	-1	-0.4	0.4	2.0	-1.1
COc1ccc(NS(=O)(=O)c2cc(NC(=O)COc3ccccc3F)ccc2OC)cc1	-18	-4	-1.0	-0.7	4	0.8	-1	0.4	0.5	-0.6	-0.1
Cc1cc(C(=O)O)c(C)o1	4	0	-1.0	-0.9	6	nt	0	nt	-0.9	nt	-0.2
Cc1ccc(N2C(=O)N(CC(=O)N3CCOCC3)C(=O)C2C)cc1 (stereo unspecified)	1	-3	-1.4	-1.4	-4	0.2	0	-0.2	-0.1	0.6	1.1
S=c1[nH]nc(-c2cc(-c3ccccc3)n[nH]2)n1/N=C/c1ccccc1	14	-5	4.1	-1.3	0	7.3*	4	0.7	1.1	1.8	-0.8
CCc1nnc(SCc2ccc(OC)c(Br)c2)n1N	10	3	1.9	-0.4	-3	1.4	-3	0.0	0.1	-1.5	1.3
O=[N+]([O-])c1cc(/C=N\O)ccc1Oc1ccc(F)cc1	-21	-2	-1.6	-1.2	-7	-0.8	3	-0.5	-0.4	9.4*	-0.6
Cc1cc(Nc2cccc(F)c2)nc(NCc2ccccc2)n1	-24	-7	-2.5	-2.0	7	-1.9	-4	0.6	-1.9	0.8	-1.4
CSc1cccc(NC(=O)C2CCCN(S(=O)(=O)c3cccs3)C2)c1 (stereo unspecified)	-21	-3	-0.5	-1.5	6	-0.5	0	0.6	-0.3	-1.9	-2.7
Cc1cc2oc(=O)cc(CN3CCCCCCC3)c2cc1Cl	-8	-6	3.2	-0.8	0	nt	0	-0.3	-0.7	nt	-0.8
Cc1[nH]c2ccccc2c1/C=C/c1nc2ccccc2c(=O)n1CCO	-15	-137	-1.4	-1.2	2	-3.2	4	-3.7	-1.7	-4.8	-0.7
O=C(Cc1ccccc1)Nc1cccc(S(=O)(=O)N2CCCCCC2)c1	-16	-2	1.5	-2.0	0	-0.2	-3	1.0	-0.8	0.3	-1.1
COc1ccc(C)cc1NC(=O)CSc1nnc(-c2ccc(OC)c(OC)c2)n1N	5	4	-1.1	-2.1	0	2.0	-1	1.3	-0.7	3.4	-2.8
O=C(OCC(=O)N1CCN(c2cccc(Cl)c2)CC1)c1ccco1	-10	-3	-0.1	-1.8	0	-0.8	0	-2.4	-0.7	0.0	-1.2
COCCN(CC(=O)Nc1cccc(C)c1C)C(=O)c1oc2ccccc2c1C	0	-9	0.4	-0.6	5	-0.7	0	0.7	2.9	-0.1	0.6
CCO[C@H]1OC(C(=O)N2CCN(Cc3ccc4c(c3)OCO4)CC2)=C[C@@H](c2ccccc2)[C@@H]1CCCO	-7	2	-2.1	-1.1	1	-0.8	-1	-2.1	1.2	1.5	-1.4
CCCCn1nnnc1NCc1ccc(N2CCCC2)cc1	3	-17	-0.4	-1.1	-2	-0.8	-2	-0.5	-1.0	-0.5	0.6
CN(C)CCCN(C(=O)CCc1ccccc1)c1nc2ccc(Br)cc2s1	-2	-8	-0.1	-1.4	-2	3.0	-5	0.3	-0.6	-0.1	-1.4
CC(C)c1nnc(NC(=O)COc2ccccc2[N+](=O)[O-])s1	7	-6	4.3	-0.2	-4	nt	3	-1.8	1.8	3.9	1.1
CCOC(=O)C1(Cc2cccc(OC)c2)CCCN(Cc2ccc(NC(C)=O)cc2)C1 (stereo unspecified)	-15	-1	-2.3	-0.8	8	0.4	1	-2.7	-1.1	-1.3	-0.6
CCC(C)(C)NC(=O)C(c1ccc(OC)cc1)N(C(=O)CCC(=O)Nc1cc(C)on1)c1ccc(F)cc1 (stereo unspecified)	3	0	2.3	-1.1	7	-2.2	2	-1.6	0.7	1.4	3.6

Reformatted with bars between the fields: part of the list above.
Structure | sPLA2-III inh | PLCb3 inh | hgDAF-12 ag | ssDAF-12 act | Rev-erbA mod | DAX1 inh-1 | SMARCA2 act | PG9 Ab binder | DAX1 inh-2 | FXN GAA850 act | hcDAF-12 act
Cc1cc(Nc2cccc(F)c2)nc(NCc2ccccc2)n1 | -24 | -7 | -2.5 | -2.0 | 7 | -1.9 | -4 | 0.6 | -1.9 | 0.8 | -1.4
CSc1cccc(NC(=O)C2CCCN(S(=O)(=O)c3cccs3)C2)c1 (stereo unspecified) | -21 | -3 | -0.5 | -1.5 | 6 | -0.5 | 0 | 0.6 | -0.3 | -1.9 | -2.7

The listing continues.
SMILES	sPLA2-III inh	PLCb3 inh	hgDAF-12 ag	ssDAF-12 act	Rev-erbA mod	DAX1 inh-1	SMARCA2 act	PG9 Ab binder	DAX1 inh-2	FXN GAA850 act	hcDAF-12 act
CC(=O)Nc1ccc(C(=O)N2CCCCC2c2cc(C(=O)N3CCOCC3)no2)cc1 (stereo unspecified)	17	4	-3.1	-0.9	-4	nt	-3	0.8	-1.8	-0.2	0.0
CSCC[C@H](NC(=O)Cc1ccc(Cl)cc1)C(=O)N1CCC2(CC1)NCCc1[nH]cnc12	4	-2	1.7	-0.6	-5	0.8	4	-2.1	0.2	0.5	2.3
CCN(CC)c1ccc(C(NC(=O)C(C)C)c2ccc3cccnc3c2O)cc1 (stereo unspecified)	36*	-4	-7.2	-1.6	2	-3.4	-3	2.3	-4.0	-9.2	-3.0
CON(C)C(=O)c1ccccc1N(C)C(=O)OC(C)(C)C	1	1	3.6	-0.5	-2	1.0	0	0.2	0.3	-0.5	0.9
COc1ccc(N2C(=O)C(=O)/C(=C(/O)c3ccc(C)cc3)C2c2cccnc2)cc1 (stereo unspecified)	-2	-2	-0.1	-1.2	-1	0.5	3	2.1	0.8	3.2	2.4
CN(Cc1nccn1C)C(=O)C1CCC(=O)N(CCc2ccc(Cl)cc2)C1 (stereo unspecified)	-4	-2	-1.1	-1.0	4	0.2	-1	-0.8	-0.6	0.8	-1.2
COc1ccc(C)cc1NC(=O)Cc1csc(NC(=O)Nc2ccccc2OC)n1	2	0	-1.1	-1.1	-1	0.0	-5	0.2	0.2	0.0	-1.2
COc1ccc(/C=C/C(=O)OCC(=O)c2c(N)n(C)c(=O)n(C)c2=O)cc1	0	7	1.8	-1.2	-6	-0.5	-3	-3.2	-0.8	0.0	-2.4
NS(=O)(=O)c1cccc(NC(=O)COC(=O)Cc2ccc(Cl)cc2)c1	-7	6	-4.1	-0.7	2	-0.1	-2	-1.9	0.1	0.7	0.8
Cc1ccc(C(=O)NCC(=O)OCC(=O)c2c(N)n(C)c(=O)n(C)c2=O)s1	0	1	2.4	-0.9	-1	1.9	2	-0.2	1.3	-0.6	-1.0
CSc1ccccc1OCc1cc(C(=O)N2CCN(c3ncccn3)CC2)no1	-10	-12	0.0	-0.7	3	0.4	0	-0.5	1.7	2.9	-1.0
COc1cc(/C=C2\SC(=O)NC2=O)ccc1OCC(=O)N1CCOCC1	-5	0	-0.3	-1.4	0	-0.2	-3	-3.4	-0.7	0.7	-1.0
CS(=O)(=O)N1CCc2ccccc2C1	2	2	-0.2	-0.8	1	1.0	1	1.9	0.3	0.0	0.7
COc1ccc(CNCc2ccc3c(c2)OCO3)c(OC)c1OC	0	5	0.4	-1.3	-2	0.9	-1	1.0	-0.2	1.1	0.8
CCCCNCCCOc1ccc(C)cc1Br	-11	0	-2.2	-0.8	-6	-0.9	3	-0.1	-0.2	-0.1	-0.9
COc1ccc(S(=O)(=O)N2CCN(C(=O)CN3C(=O)NC4(CCCC4)C3=O)CC2)cc1	4	-3	-0.6	-0.8	5	-0.3	-2	-0.3	-0.3	-0.7	-1.2
COc1ccc(OC2CCN(S(=O)(=O)c3cccc(F)c3)CC2)cc1	-6	-1	-1.7	-1.6	9	-0.4	-3	-1.2	-1.0	3.0	-2.8
OCCCNC(=S)Nc1ccc2nccnc2c1	3	-90	-0.4	-1.8	6	0.6	-2	-0.2	0.0	0.8	0.4
COc1ccc(NCC(=O)Nc2ccc(Cl)cc2C)c(OC)c1	11	-14	-1.7	-1.7	2	-0.4	-3	-5.7	-1.9	-0.6	-2.9
O=C(NCC(=O)N1CC=C(c2ccccc2)CC1)c1ccc(F)cc1	-2	-2	1.4	-1.5	-10	-3.7	0	-0.4	-1.3	-1.4	0.1
O=C(CSC1=Nc2ccccc2C2=NC(CC(=O)NCc3ccco3)C(=O)N12)NCC1CCCO1 (stereo unspecified)	1	-20	-1.5	-1.0	1	-0.9	-2	-1.5	0.2	-0.2	0.4
O=c1oc2ccccc2n1Cc1ccccc1F	-1	0	-0.8	-1.1	2	-0.7	0	-1.0	-0.5	5.5	-0.3
O=C(c1[nH]c(C(F)(F)F)nc1-c1ccccc1)N1CCN(Cc2c(F)cccc2Cl)CC1	-3	-3	-1.4	-0.8	2	nt	0	-1.3	0.3	nt	-0.3
c1ccc2c(N3CCOCC3)c3c(nc2c1)CCC3	1	-9	2.8	-0.4	0	-0.7	2	-2.3	-0.2	1.8	0.8
Cc1nc([N+](=O)[O-])c(N2CCN(C)CC2)n1Cc1ccccc1	1	-1	-0.4	-0.8	-1	0.1	-3	1.6	-0.4	-0.1	-0.6
CCCCn1cnc2c1c(=O)n(C)c(=O)n2C	3	2	-2.5	-0.8	2	0.7	-1	-1.4	-0.3	-3.3	1.4
N#CC1(Cc2ccc([N+](=O)[O-])cc2)c2ccccc2C=CN1C(=O)c1ccccc1 (stereo unspecified)	-1	10	0.5	-1.1	0	2.3	-1	-3.7	-0.3	-0.9	-1.5
COc1ccc2oc(N)nc2c1	8	-6	-2.5	-1.1	2	-1.2	-5	-0.5	-0.7	0.3	0.4
